Insulin prom inh – TRM-6 insulin promoter activity inhibition; inhibition, % at 2 µM; TRM-6 cells (human fetal islet line), insulin promoter-eGFP reporter, imaging; reporter expression induced with tamoxifen; 0.9% of 130,000 active;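 active = inhibition above the mean plus 3 SD, with well images judged a real hit on visual review, cut at about 60% in these data, passing the limit was not always enough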
SDO1 yeast rescue – sdo1-depleted yeast growth rescue | S. cerevisiae sdo1-depleted JHY4D growth rescue, OD600 30 h; hits give high values; pdr5 snq2 efflux-pump mutant strain | z-score at 10 µM | 0.21% of 140,000 active;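 active = z-score above 3 at both the 24 hr and the 30 hr optical density reads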;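 also: z-score against mean and SD of all compound wells on the same plate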
SDO1 yeast rescue Rescue 24 h – further read-out of SDO1 yeast rescue, marked with its call; z-score; S. cerevisiae sdo1-depleted JHY4D growth rescue, OD600; measured here: growth rescue at 24 h;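 0 is the plate mean of compound wells and units are plate SD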
Starred values were filed as active, the others as inactive; x = not tested or not shown; & = joins results of further samples; [ ] = dose if it differs, or a comment.

SMILES | Insulin prom inh | SDO1 yeast rescue | SDO1 yeast rescue Rescue 24 h
CC1(C)CC2(CCO1)OC(=O)CC2C(=O)NCCc1ccccc1 (stereo not given) | x | -0.42 | -0.19
Cc1nc2ccc(N)cc2s1 | x | 0.73 | 0.25
O=[N+]([O-])c1ccc(S(=O)(=O)CC2CSc3nc4ccccc4n32)cc1 (stereo not given) | 3 | 0.49 | 0.67
Cc1cc(O)ccc1C1(c2ccc(O)cc2C)OC(=O)c2ccccc21 | -338 | -0.92 | -1
O=C(Nc1ccon1)c1cc2c(s1)CCCCCC2 | 33 | -2 | -1.9
Cc1nc2scc(-c3ccccc3)c2c(=O)n1N=C1C=CC(=O)C=C1 | -344 | x | x
CC1=CC(C)(C)N(C(=O)CN2C(=O)c3ccccc3C2=O)c2ccc(C)cc21 | -59 | -1.6 | -0.85
Cc1cc(NC(=O)CSc2nccn2-c2ccc(F)cc2)no1 | 70 | 0.48 | -0.97
COc1ccc(-n2nnnc2SCC(=O)NCc2ccco2)cc1OC | x | 0.2 | 0.11
COc1ccc(/C=C2/CCOC2=O)cc1 | 9 | 1.6 | 2
COc1ccc(C(=O)/C=C/Nc2c(C)n(C)n(-c3ccccc3)c2=O)c(OC)c1 | 0 | x | x
CCOc1ccc2[nH]c(=O)c(CN(CCO)C(=O)c3ccc(OC)c(OC)c3)cc2c1 | 3 | 1.7 | 2
O=C(Nc1nc(-c2ccc(Cl)cc2)cs1)C1CCCO1 (stereo not given) | 45 | x | x
Cc1ccccc1CSCC(=O)NC(=O)NCc1ccco1 | -47 | 0.03 | 0.21
CC(C)COc1ccc(-c2nnc(-c3ccncc3)o2)cc1 | -15 | -0.34 | -0.9

Not a retest: entries from further up.
SMILES | Insulin prom inh | SDO1 yeast rescue | SDO1 yeast rescue Rescue 24 h
O=[N+]([O-])c1ccc(S(=O)(=O)CC2CSc3nc4ccccc4n32)cc1 (stereo not given) | 3 | 0.49 | 0.67
Cc1cc(O)ccc1C1(c2ccc(O)cc2C)OC(=O)c2ccccc21 | -338 | -0.92 | -1
O=C(Nc1ccon1)c1cc2c(s1)CCCCCC2 | 33 | -2 | -1.9
Cc1nc2scc(-c3ccccc3)c2c(=O)n1N=C1C=CC(=O)C=C1 | -344 | x | x
CC1=CC(C)(C)N(C(=O)CN2C(=O)c3ccccc3C2=O)c2ccc(C)cc21 | -59 | -1.6 | -0.85
Cc1cc(NC(=O)CSc2nccn2-c2ccc(F)cc2)no1 | 70 | 0.48 | -0.97
COc1ccc(-n2nnnc2SCC(=O)NCc2ccco2)cc1OC | x | 0.2 | 0.11
COc1ccc(/C=C2/CCOC2=O)cc1 | 9 | 1.6 | 2
COc1ccc(C(=O)/C=C/Nc2c(C)n(C)n(-c3ccccc3)c2=O)c(OC)c1 | 0 | x | x
CCOc1ccc2[nH]c(=O)c(CN(CCO)C(=O)c3ccc(OC)c(OC)c3)cc2c1 | 3 | 1.7 | 2
O=C(Nc1nc(-c2ccc(Cl)cc2)cs1)C1CCCO1 (stereo not given) | 45 | x | x
Cc1ccccc1CSCC(=O)NC(=O)NCc1ccco1 | -47 | 0.03 | 0.21
CC(C)COc1ccc(-c2nnc(-c3ccncc3)o2)cc1 | -15 | -0.34 | -0.9

(more compounds)
SMILES | Insulin prom inh | SDO1 yeast rescue | SDO1 yeast rescue Rescue 24 h
CC(C)C12CN3CC(C(C)C)(CN(C1)C3c1ccco1)C2=O (stereo not given) | 34 | 1.7 | 1.6
COC(=O)C1=C(C)NC(=O)NC1c1ccc(-c2ccc(F)cc2)o1 (stereo not given) | 6 | x | x
O=C(NCCCCNC(=O)c1ccc(Br)s1)c1ccc(Br)s1 | -5 | -1.1 | -0.25
CN(C)C(=O)C(=O)c1cccn1-c1ccccc1C#N | 3 | 2.7 | 3.9
COc1ccccc1OCc1ccc(C(=O)NCCN(C)C)o1 | 45 | 2.7 | 3.3
CCOc1ccc(NC(=O)N2CCC(n3nnc4cc(C)ccc43)CC2)cc1 | 0 | 0.28 | 0.32
COc1cc(/C=N/NC(=O)Cc2ccccc2)ccc1Oc1ccc([N+](=O)[O-])cc1[N+](=O)[O-] | 36 | -0.69 | -0.57
CC1c2[nH]c3ccccc3c2CCN1C(=O)Nc1ccccc1 (stereo not given) | 54 | -0.96 | -0.15
Cc1noc2c1C(c1ccc(N(C)C)cc1)C1=C(CC(C)(C)CC1=O)N2 (stereo not given) | -23 | -0.71 | -0.71
COc1ccc(/C=N/Nc2ncc(C(F)(F)F)cc2Cl)cc1OC | 38 | 0.06 | -0.73
Cc1ccc(C)c(NC(=O)CCC(=O)NNC(=O)C(c2ccccc2)c2ccccc2)c1 | x | -1 | -0.6
c1ccc(-c2cc3c(NCC4COc5ccccc5O4)ncnc3s2)cc1 (stereo not given) | 48 | -0.7 | -0.21
CC1(C)OC(=O)C(=NNc2ccc(Br)cc2)C(=O)O1 | 39 | -1.1 | -1.3
O=C(COC(=O)C12CC3CC(CC(C3)C1)C2)NCCCc1ccccc1 | x | -0.46 | -0.19
COc1ccc(/C=C2\CCCC3C2=NN(C(=O)c2ccco2)C3c2ccc(OC)c(OC)c2)cc1OC (stereo not given) | x | -1.8&-1.7 | -1.8&-1.6
COc1ccc(/C(C)=N/NC(=O)CNC(=O)c2cccs2)cc1OC | 36 | x | x
FC(F)Oc1ccccc1NC(=S)Nc1cccc(Cl)c1Cl | x | -0.86 | -0.91
Cc1cc(C)c(NC(=O)CSc2ccc3nnc(CCNC(=O)c4ccccc4)n3n2)c(C)c1 | x | 1.4 | 0.74
Cc1ccc2oc(-c3ccco3)nc2c1 | 0 | 0.19 | -0.15
Cn1c(=O)c2c(nc(N3CCOCC3)n2Cc2c(F)cccc2Cl)n(C)c1=O | -12 | 0.61 | 0.9
CC12CCC(C(=O)NCc3ccccn3)(OC1=O)C2(C)C (stereo not given) | -6 | -0.08 | 0.16
COc1ccc(CN/C=C2\CCCCC2=O)cc1 | -20 | 1.4 | 0.69
CCOC(=O)CSc1nnc(CNC(=O)c2ccc(S(=O)(=O)N3CCCCC3)cc2)n1C | x | 1.1 | 1.4
CCCCN(CCCC)c1nc2ccccc2nc1NS(=O)(=O)c1ccc(NC(C)=O)cc1 | 6 | -1.7 | -0.84
O=C(O)c1[nH]c2ccccc2c1NS(=O)(=O)Cc1ccccc1 | 29 | 1.2 | 0.84
COCCCN(C(=O)Nc1ccccc1)C(C)c1ccncc1 (stereo not given) | x | -0.21 | -0.61
Fc1ccc(C(c2nnnn2Cc2ccco2)N2CCN(C3CCCCC3)CC2)cc1 (stereo not given) | -89 | 0 | -0.48
O=C(NC1CCCCC1)C(c1ccccn1)N(C(=O)Cc1cccs1)c1ccc(Cl)cc1 (stereo not given) | -78 | -1.6 | -0.89
COc1ccc(-c2ccc(C(=O)O)c(=O)[nH]2)cc1 | 8 | x | x
Cn1cnnc1SCC(=O)Nc1nc(-c2ccccc2)cs1 | 21 | x | x
O=C(CSc1nc2ncccc2[nH]1)Nc1ccc2c(c1)OCCO2 | 48 | 1.3 | 1.4
CCOC(=O)N1CCN(C(=O)c2noc(C(C)C)c2[N+](=O)[O-])CC1 | 35 | 1.9 | 1.1
Cc1ccc(C)c(CN2C(=O)C3CCCN3c3ccc(C#N)cc32)c1 (stereo not given) | -9 | -0.87 | -0.85
CCOC(=O)Nc1c(O)ccc2oc(C)c(-c3ccccc3)c12 | 12 | -0.87 | -0.8
COC(=O)c1nc(N)sc1C(C)C | 0 | x | x
C=CCn1c(SCc2cc(=O)n3cc(C)ccc3n2)nnc1-c1ccc(F)cc1 | x | 0.45 | 0.66
CSc1nnc(-c2cccc(C)c2)n1N | 23 | 1.1 | 0.67
COc1cc(/C=N/NC(=O)C(Cc2c[nH]c3ccccc23)NC(=O)OCC(C)C)cc([N+](=O)[O-])c1O (stereo not given) | 0 | 1 | 1.2
CSc1nnc(C(C)c2ncc(C(F)(F)F)cc2Cl)n1C (stereo not given) | 54 | x | x
CCOC(=O)N1CCC(NC(=O)c2cc(C(=O)NC3CCN(Cc4ccccc4)CC3)ccc2CO)CC1 | 31 | x | x
COCCNC(=O)CCC(=O)NNc1nc2ccccc2c2nc(-c3ccccc3)nn12 | -21 | x | x
O=C(NC(=S)Nc1nc2ccccc2s1)c1ccco1 | -41 | 0.11 | 0.58
COc1ccc(S(=O)(=O)NCCSc2ccccc2)cc1OC | 0 | -0.54 | -0.8
C(=N\n1cncn1)/c1ccc(N2CCOCC2)cc1 | x | 0.66 | 0.42
COc1ccc(-c2cn(/N=C/c3ccc(Cl)cc3Cl)c(N)n2)cc1 | -6 | 0.37 | -0.25
CCN(CC)S(=O)(=O)c1cc(NC(=O)CSc2nc3c(cc2C#N)C(=O)CC(C)(C)C3)ccc1C | -46 | -0.38 | 1.5
O=S(=O)(c1ccccc1)N1CCN(C(=S)Nc2ccc(F)cc2)CC1 | -33 | 2.4 | 1.6
CCCCC(C(=O)NCCC(C)C)N(CCCN1CCOCC1)C(=O)c1snc(C(N)=O)c1N (stereo not given) | x | -0.94 | -0.97
Cc1nn(-c2ccccc2)c(C)c1/C=N/Nc1nc2ccccc2[nH]1 | 84* | -1.5 | -0.68
NC(=O)c1ccccc1OCC(=O)NS(=O)(=O)c1ccccc1 | -24 | 1.3 | 0.31
CN(CP(=O)(O)CCc1ccccc1)S(C)(=O)=O | 6 | -0.17 | 0.36
Cc1cccc(C)c1NC(=O)C(C)c1ccc(-c2ccccc2)c(F)c1 (stereo not given) | 17 | -1.4 | -1.6
Cn1cnnc1SCC(=O)Nc1ccc(F)cc1F | -6 | x | x
Cc1nn2c(-n3ccnc3C)c3c(nc2c1-c1ccccc1)CCC3 | -4 | 0.74 | 1.2
CCOc1ccc(N2Nc3n[nH]c(N)c3N2)cc1 | -131 | 0.23 | -1.4
O=S(=O)(NC(=S)NC1CCCCC1)c1ccc(Br)cc1 | 10 | x | x
COCCCNC(=S)NNC(=S)Nc1ccc(F)cc1F | 29 | 0.15 | -0.7
CCN(CC)C(=O)C(=O)N/N=C/c1cccs1 | -26 | 1.1 | 0.2
CC(C)(Sc1cc(C(C)(C)C)c(O)c(C(C)(C)C)c1)Sc1cc(C(C)(C)C)c(O)c(C(C)(C)C)c1 | 52 | -0.24 | -0.75
C(=N\n1cnnc1)/c1ccccc1OCCOc1ccccc1 | x | 0.04 | 0.24
(next part)
SMILES | Insulin prom inh | SDO1 yeast rescue | SDO1 yeast rescue Rescue 24 h
Cc1cc(C)c2oc(C(=O)Nc3ccc(S(=O)(=O)N4CCC(C)CC4)cc3)cc(=O)c2c1 | -8 | 0.16 | 0.65
O=C(COc1ccc(Cl)cc1)NCCSCc1ccccc1Cl | -10 | -1.3 | -1
CCN(CC)CCCN(Cc1cc2cc(OC)c(OC)cc2[nH]c1=O)C(=O)Nc1ccccc1 | -22 | 0.08 | -0.26
CCOC(=O)C1CCCN(c2nc3ccccc3nc2C(C#N)C(=O)OC(C)C)C1 (stereo not given) | x | -0.62 | -0.61
CCOc1cc(N2C(=O)CC3CS(=O)(=O)CC32)c(OCC)cc1NC(=O)c1ccccc1 (stereo not given) | -19 | 1.1 | 1
CCN1CCN(CC(O)COc2ccc(Cl)cc2)CC1 (stereo not given) | -28 | -0.21 | -0.64
Clc1ccc(-c2nc(Cc3ccccc3Cl)no2)cc1 | -57 | -0.58 | -0.14
CCOC(=O)c1c(NC(=S)NCCc2ccccc2)sc2c1CC(C(C)C)OC2 (stereo not given) | x | 0.88 | 0.68
CC(=O)c1ccc(NC(=O)CSc2nnc(Cc3cccn3C)n2-c2ccc(F)cc2)cc1 | x | 0.34 | 0.83
Cc1ccc(-c2[nH]nc3c2C(c2ccccc2OC(=O)N2CCOCC2)C(C#N)=C(N)O3)cc1 (stereo not given) | x | 0.42[9.8 µM] | -0.34
COC(=O)c1nc(N)sc1-c1ccc(OC)cc1 | -9 | 0.76 | 0.19
Cc1ccc(Nc2c([N+](=O)[O-])c(=O)oc3ccccc23)cc1 | 7 | x | x
CS(=O)(=O)Nc1ccccc1Oc1ccccc1 | -28 | -1 | -0.86
CCOc1cc(C2C3=C(CCCC3=O)N(C)C3=C2C(=O)CCC3)cc(Cl)c1O | 48 | 0.67 | 0.46
COc1ccc(-c2cc(C(F)(F)F)nc(-n3cc(Br)cn3)n2)cc1 | 4 | -1.1 | -0.14
Cc1ccc(C(=O)N2CCc3ccccc32)o1 | -27 | 0.5 | 0.13
CC1CCN(CCCOc2ccc(OCc3ccccc3)cc2)CC1 | -18 | -0.34 | -0.04
COc1cc(CNC2CCCCCC2)cc(OC)c1 | 19 | 1.2 | 0.68
COc1ccc2cc3c(N)nn(C(=O)C4CCC(C(C)(C)C)CC4)c3nc2c1 (stereo not given) | 60* | -2.2 | -0.88
Cc1c(C#N)c(N)nc2c3c(sc12)NC(=O)CC3c1ccc(Cl)cc1 (stereo not given) | -9 | -1.3 | -0.43
O=C(NCC1CCCO1)NC1CCCCC1 (stereo not given) | 7 | 0.84 | 0.39
CCOC(=O)c1cnc2ccc(C(=O)OC)cc2c1Nc1ccc2c(c1)OCCO2 | -63 | 0.65 | 2.3
CCCCCCNC(=O)c1cccc(-c2ccc(C)c3ccccc23)n1 | -10 | 1.6 | 1.1
COc1ccc(CCn2nnnc2C(c2ccc(C)cc2)N2CCN(C)CC2)cc1OC (stereo not given) | -3 | -0.13 | -0.75
O=C(CSc1nc(C2CCCCC2)n(-c2ccccc2)n1)NCCN1C(=O)CSC1=O | 44 | -0.12 | -0.04
